MEKK2wt PB1 HTS = raises or lowers MEK5 binding to wildtype human MEKK2 PB1 domain | AID 1531 | 1.1% of 290,000 active | bead flow cytometry, Alexa488-MEK5 binding to MEKK2 WT; actives lie on both sides | binding response (% of control), % at 10 µM | Q9Y2U5; in the data active = binding response below about 67% or above about 130%; inconclusive = no clear call, values can overlap the other calls; inactive = in between
SUMO HTRF inh = SUMOylation inhibition; P63279; HTRF SUMOylation assay, SAE1/SAE2 + UBC9, in vitro; inhibition, % at 35 µM; 0.36% of 290,000 active; in the data active = inhibition above about 50%, passing the limit was not always enough; inconclusive = no clear call, values can overlap the other calls; note: strong numbers were not always called active
Target sequence (P63279 whole entry, looked up): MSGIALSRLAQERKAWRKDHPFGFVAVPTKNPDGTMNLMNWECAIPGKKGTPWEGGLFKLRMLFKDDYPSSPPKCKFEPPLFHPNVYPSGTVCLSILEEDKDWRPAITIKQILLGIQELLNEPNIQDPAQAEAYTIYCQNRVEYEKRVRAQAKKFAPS
HCV NS3 hel inh = HCV NS3 helicase inhibition | NS3 helicase DNA unwinding, Cy5 molecular beacon fluorescence | inhibition, % at 10.9 µM | 0.56% of 290,000 active | AID 1800;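 active = inhibition above the mean of all tested compounds plus 3 SD, set per campaign, cut at about 35% in these data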;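 note: 0% = DMSO wells and 100% = thioflavine S control wells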
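System: NS3 helicase fragment of HCV / Schedule: 1 h at 25 °C / Control set: DMSO alone as 0% and 110 µM thioflavine S as 100% / Reagent: Cy5/quencher beacon DNA duplex and ATP to start / Technique: Cy5 fluorescence / Replication: singlicate / Evaluation: % inhibition of end-to-start signal ratio versus controls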
MEKK2mut PB1 HTS = signal of MEK5 binding to mutant human MEKK2 PB1 domain. bead flow cytometry, Alexa488-MEK5 binding to MEKK2 mutant. percent response, % at 10 µM. 0.35% of 290,000 active. AID 1530; in the data active = percent response above about 24%, passing the limit was not always enough; note: inactives centre near 1; some results filed as inactive read as strong as hits
IMP-1 inhibitor = inhibitors of Pseudomonas aeruginosa IMP-1 metallo-beta-lactamase; 0.45% of 290,000 active; AID 1556; purified IMP-1, nitrocefin hydrolysis, epi-absorbance fluorescence; inhibition, % at 5.6 µM;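 active = inhibition above the mean plus 3 SD of all compounds in the same screening run, cut at about 4.5% in these data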;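 note: 0% = IMP-1 with DMSO and 100% = DMSO wells lacking enzyme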
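System: Purified recombinant IMP-1 metallo-beta-lactamase enzyme | Measured by: Fluorescence quenching readout, ex 480/em 530 nm | Replication: Singlicate | Incubation: 15 min preincubation plus 25 min reaction at 25 °C | Evaluation: Percent inhibition from optical density relative to buffer-blank wells | Benchmarks: DMSO with and without IMP-1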
FID counter = displaces DNA intercalator in HCV helicase counter-screen; DNA fluorescent intercalator displacement, fluorescence; inhibition, % at 7.9 µM; 0.17% of 290,000 active; AID 1845; in the data active = inhibition above about 37%;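 note: 0% = vehicle and 100% = reference compound; higher means more ethidium bromide displaced from hairpin DNA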
VIM-2 inhibitor = inhibitors of Pseudomonas aeruginosa VIM-2 metallo-beta-lactamase | inhibition, % at 5.6 µM | AID 1527 | 0.89% of 290,000 active | purified VIM-2, nitrocefin hydrolysis, epi-absorbance fluorescence;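 active = inhibition above the mean of all tested compounds plus 3 SD, cutoff set per screening run, cut at about 7.5% in these data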;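 note: red hydrolysis product quenches plate fluorescence so inhibitors raise well fluorescence; 0% = enzyme with DMSO and 100% = DMSO without enzyme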
NALP1 inh = blocks the NALP1 inflammasome reconstituted in yeast; S. cerevisiae NALP1/ASC/caspase-1 growth, X-gal OD620, 72 h; inhibition, % at 10 µM; 0.61% of 280,000 active; in the data active = inhibition mostly above about 24%, no sharp cut-off; inactive = mostly below about 32%; note: some compounds called inactive have numbers as strong as hits
PfM18AAP inh = PfM18AAP enzyme inhibition | recombinant PfM18AAP, H-Glu-NHMec fluorogenic cleavage | inhibition, % at 7.35 µM | 1.2% of 290,000 active;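 active = inhibition above the campaign mean inhibition over all tested compounds plus 3 SD, cut at about 28% in these data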;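 note: 0% = plate median of test compound wells and 100% = 2 mM ZnCl2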
* marks the source's active call; other numbers are inactive results; ? = inconclusive; . = not tested or not shown; [ ] = another dose, or the depositor's remark.

SMILES	MEKK2wt PB1 HTS	SUMO HTRF inh	HCV NS3 hel inh	MEKK2mut PB1 HTS	IMP-1 inhibitor	FID counter	VIM-2 inhibitor	NALP1 inh	PfM18AAP inh
CCOC(=O)c1c(N)n(Cc2ccccc2)c2nc3ccccc3nc12	93	40	6	-1	-3.7	-15	0.5	26	-17
O=C(Nc1cccc(Br)c1)c1c(O)c2c(n(Cc3ccccc3)c1=O)CCCC2	100	7	7	-2	-2.3	0	-1.3	.	4
CN1CCC(C)(O)C2CCCCC21 (stereo not given)	104	12	-11	0	-3.2	-2	-1.1	-5	-16
O=C1Nc2ccccc2/C1=C/c1nc2ccccc2c(=O)n1-c1ccc(O)cc1	99	7	-15	-7	-1.7	-12	0.8	.	16
O=C(Nc1ccc(F)cc1)OC1CN2CCC1CC2 (stereo not given)	100	15	-4	-6	-2.8	1	0.7	21	-13
COc1ccc2c(CN3CC=C(c4ccccc4)CC3)cc(=O)oc2c1	93	3	4	-14	-2.8	-7	-2.1	9	-4
CC(C)OP(=O)(OC(C)C)C(O)c1ccccc1F (stereo not given)	105	-1	4	15	-0.8	3	0.2	18	-5
O=C1NC(=O)C(CCc2ccncc2)(CCc2ccncc2)C(=O)N1C1CCCCC1	87	5	-5	-14	1.1	-31	-1.8	-1	1
O=c1[nH]c(=O)n(-c2cccc3ccccc23)c(O)c1/C=N/N1CCCCC1	97	-16	2	1	-1.8	-10	-3.4	.	6
O=c1c2ccccc2nc(N2CCCC2)n1-c1ccc(Cl)cc1	97	25	-3	-2	0.0	-6	3.0	0	-6
CCN1CCN(C(=O)COc2ccc(S(=O)(=O)NC(C)C)cc2)CC1	107	10	4	7	-3.8	-4	-3.7	-99	2
CCOc1ccc(N2C(=O)NC(=O)/C(=C\c3cc(OC)c(OC)cc3[N+](=O)[O-])C2=O)cc1	92	16	10	-2	-1.7	-18	0.0	21	13
CC1CC(NC(=O)C2C3CCC(O3)C2C(=O)O)CC(C)(C)C1 (stereo not given)	98	-13	8	-1	-3.6	7	-1.8	15	-5
CC(Cc1ccccc1)N1Cc2ccccc2C1 (stereo not given)	108	-9	-7	5	-2.3	-4	-0.4	4	-2
Fc1ccccc1CCNCc1cccc(Cl)c1Cl	107	10	-8	5	0.1	10	-2.0	10	-11
Cc1nc2ccc(N3CCN(C)CC3)cc2nc1C	99	?	4	-6	-3.2	8	0.4	-16	-5
CCN(CC)C(=O)N[C@H]1C[C@@H]2c3cccc4[nH]cc(c34)C[C@H]2N(C)C1	106	-7	-9	-2	-3.7	3	-3.1	20	-1
Cc1cc(C)n(-c2ccc(NN=C(C#N)C#N)cc2)n1	43*[inhibitor]	-5	-1	-57	0.0	-8	-1.8	24	2
CNC(=S)N/N=C1\C2CN3CCN(C2)CC1(c1ccccc1)C3	93	26	5	-2	-4.8	-4	-2.5	14	2
COP(=O)(NC(=O)C(Cl)(Cl)Cl)OC	105	4	9	3	0.6	2	-0.4	4	-10
CC1CN=C(NC(C)c2ccccc2)S1 (stereo not given)	107	-2	5	3	-3.9	-1	-2.7	10	-3
Cc1cc([P+](=O)O)c(C)n1-c1ccc(Br)cc1	93	19	16	2	-3.6	0	1.6	-10	2
CCOC(=O)C(O)(c1ccc(NC(=S)NC(=O)c2ccc(Cl)cc2Cl)c(C)c1)C(F)(F)F (stereo not given)	102	2	2	1	-1.4	-20	-3.0	17	1
CN1CN(c2cccc([N+](=O)[O-])c2)CN=C1N[N+](=O)[O-]	99	6	-2	0	-1.8	2	-0.9	11	4
CN1CCN(C(=O)COc2ccc(S(=O)(=O)NC3CCCCC3)cc2Cl)CC1	106	2	-3	11	-2.7	5	-3.6	9	4

Structures listed so far that contain sulfur, in the order listed:
SMILES	MEKK2wt PB1 HTS	SUMO HTRF inh	HCV NS3 hel inh	MEKK2mut PB1 HTS	IMP-1 inhibitor	FID counter	VIM-2 inhibitor	NALP1 inh	PfM18AAP inh
CCN1CCN(C(=O)COc2ccc(S(=O)(=O)NC(C)C)cc2)CC1	107	10	4	7	-3.8	-4	-3.7	-99	2
CNC(=S)N/N=C1\C2CN3CCN(C2)CC1(c1ccccc1)C3	93	26	5	-2	-4.8	-4	-2.5	14	2
CC1CN=C(NC(C)c2ccccc2)S1 (stereo not given)	107	-2	5	3	-3.9	-1	-2.7	10	-3
CCOC(=O)C(O)(c1ccc(NC(=S)NC(=O)c2ccc(Cl)cc2Cl)c(C)c1)C(F)(F)F (stereo not given)	102	2	2	1	-1.4	-20	-3.0	17	1
CN1CCN(C(=O)COc2ccc(S(=O)(=O)NC3CCCCC3)cc2Cl)CC1	106	2	-3	11	-2.7	5	-3.6	9	4

Next part
SMILES	MEKK2wt PB1 HTS	SUMO HTRF inh	HCV NS3 hel inh	MEKK2mut PB1 HTS	IMP-1 inhibitor	FID counter	VIM-2 inhibitor	NALP1 inh	PfM18AAP inh
COc1ccc(CC(=O)N(CCN(C)C)CC2CCCN(Cc3ccccc3F)C2)cc1 (stereo not given)	117	1	-18	5	0.3	27	1.1	19	-13
COCCOC(=O)c1c(N)n(Cc2ccccc2)c2nc3ccccc3nc12	94	24	5	-5	-2.9	-17	-2.5	5	22
COc1ccc(CNCCc2ccc3c(c2)OCO3)cc1Br	105	-18	-7	3	-0.1	16	-0.6	41	6
O=[N+]([O-])c1ccc(N2CCCCCC2)c2nonc12	96	28	19	-7	15*	-111	13*	-6	6
CCCCn1c(O)c(C(C)=Nc2c(C)n(C)n(-c3ccccc3)c2=O)c(=O)[nH]c1=O	107	31	1	6	-2.7	-13	-1.6	-6	0
Nc1ccncc1	105	18	3	3	-2.8	-2	-4.5	16	-1
COc1ccc(CN2C(=O)CC(=O)NC2=O)cc1	99	16	12	0	2.6	-27	-1.4	8	3
COc1ccc(Br)cc1CN1CCN(CCO)CC1	103	-6	-5	-1	-4.5	7	-3.1	23	-4
COc1cc(/C=C/c2nc3ccccc3c(=O)n2-c2ccc(O)cc2)ccc1O	96	-4	5	1	-2.0	-11	-3.0	12	13
CCOc1ccc(CC2C(=O)NC(=O)N(c3ccc(CC)cc3)C2=O)cc1 (stereo not given)	104	19	7	3	-4.1	-29	-2.4	-1	-11
CC(C)(C)C(=O)OCC12CCC(O1)C1(C)C(=O)OCC21 (stereo not given)	99	9	-1	3	-3.3	-6	-3.4	29	3
Cn1c(O)c(C=NCCN2CCN(C(=O)Nc3ccccc3)CC2)c(=O)n(C)c1=O	96	13	-4	-4	-2.5	-12	0.2	-10	1
Cc1ccc(C(O)(c2ccc(C)c(C)c2)C2CN3CCC2CC3)cc1C (stereo not given)	121	-18	-80	21	-3.3	25	-2.7	7	2
Cc1ccc(N2C(=O)CC(=O)NC2=O)cc1Cl	97	-9	45*	1	2.1	-24	1.4	.	11
C(=NC12CN3CN(CN(C3)C1)C2)c1cccnc1	101	-9	6	2	-2.4	-2	-3.1	13	-9
O=C(Cc1ccc(Cl)cc1)NCCN1CCN(C(=O)Cc2ccc(Cl)cc2)CC1	105	14	-10	4	-0.8	-26	-0.2	22	-10
O=c1[nH]c(O)c(C=Nc2ccccc2[N+](=O)[O-])c(=O)[nH]1	91	3	2	-2	-2.4	4	-2.6	-5	1
Cc1c(C=O)c2ccccc2n1Cc1ccccc1F	92	9	2	-4	-0.3	-12	0.3	-7	0
COc1ccc(CN2C(=O)NC(=O)/C(=C\c3ccc(OC)c(OC)c3OC)C2=O)cc1	88	7	21	-5	-1.6	-22	-3.1	-22	3
COc1ccc(-n2c(O)c(C(C)=NC3CC3)c(=O)[nH]c2=O)cc1	100	-5	1	-2	-2.6	-2	-3.2	19	3
CCOC(=O)c1c(NC(=O)C(c2ccccc2)c2ccccc2)sc2c1C1CCN2CC1	102	-23	-9	-1	-3.0	-25	-3.6	6	6
Cn1cccc1CNCCc1ccc(F)cc1	104	-8	0	7	-2.5	-3	-0.6	0	3
O=C1C2CCCN2C(c2ccccc2)N1c1ccccn1 (stereo not given)	100	-21	1	-1	-6.8	-5	0.3	-14	-6
COC(=O)Cn1cc(C(=O)c2ccccc2F)c2ccccc21	102	4	-2	2	-0.2	-5	-0.3	15	-1
O=C1NC(=O)C2(Cc3ccccc3N3CCCC32)C(=O)N1c1ccccc1 (stereo not given)	115	22	-2	3	-2.9	-19	-3.0	-4	-5

The list goes on.
SMILES	MEKK2wt PB1 HTS	SUMO HTRF inh	HCV NS3 hel inh	MEKK2mut PB1 HTS	IMP-1 inhibitor	FID counter	VIM-2 inhibitor	NALP1 inh	PfM18AAP inh
CN(C)c1ccc(/C=C/c2cc[n+](C)c3ccccc23)cc1	.	-120	-2	-31	-4.2	17	-2.5	-30	11
CCCCCn1cc(C(=O)C(=O)N2CCOCC2)c2ccccc21	92	3	13	-6	2.2	-22	2.3	10	-10
COc1cccc(N(C(C)=O)C2=NCCCS2)c1	97	3	-4	0	-1.0	-1	-1.7	0	4
O=C(c1ccc(F)cc1Cl)N1CCC2(CC1)OCCO2	102	-1	6	0	-1.5	-8	1.3	10	-2
O=C(Nc1ccc(Cl)cc1C(=O)c1ccccc1)c1ccccc1	.	-34	-8	.	0.5	-10	1.4	12	-1
COc1ccccc1OCC#CCN1CCOCC1	109	7	11	4	-0.5	5	-3.5	1	1
COc1ccc(-c2nc3ccccc3c(=O)n2-c2ccc(OC)cc2)cc1	94	7	-1	-6	-2.7	-33	-4.1	4	6
CC1CN=C(NCc2ccncc2)S1 (stereo not given)	99	10	6	5	-4.0	-2	-0.8	-4	18
CC(=NCc1ccco1)c1c(O)n(C)c(=O)n(C)c1=O	97	3	7	-4	-1.7	-3	-1.9	42*	-2
CC(=NCCc1ccccc1)c1c(O)[nH]c(=O)[nH]c1=O	96	7	12	-4	-3.2	-1	-2.4	25	-2
CN(C)C(=O)Nc1cccc(OC(=O)N(C)C)c1	98	6	20	-2	-1.8	-14	-1.4	10	-28
COc1ccc(OCC(=O)N2CCN(Cc3nc4cc([N+](=O)[O-])ccc4n3C)CC2)cc1	107	-2	-4	-1	-2.7	-27	-3.0	.	4
O=S(=O)(c1ccc(Cl)cc1)N1CN2CCN(C2)C1	95	-23	3	1	-3.4	4	-0.5	-1	0
COc1ccccc1Sc1ccccc1CC(C)N (stereo not given)	102	-14	-41	-1	-0.6	20	-2.4	-16	4
COc1ccc(N2C(=O)/C(=C/c3ccc(OC)c(OC)c3)C(=O)NC2=S)cc1	97	6	6	3	-1.7	-22	-1.5	5	-1
COC(=O)[C@]12OC[C@]34C([C@@H](O)[C@@H]1O)[C@]1(C)CC(=O)C(O)=C(C)[C@@H]1C[C@H]3OC(=O)[C@H](O)[C@@H]24 (stereo not given in full)	106	-1	.	3	.	.	.	0	.
O=C(CCN1CCCCC1)Nc1ccc(Br)cc1C(=O)c1ccccc1	108	-7	-22	8	-3.4	-9	0.6	5	11
O=C1NC(=O)N(c2ccccc2)C(=O)/C1=C/c1ccc([N+](=O)[O-])s1	98	52*	23	-4	1.6	0	-4.2	-4	12
O=c1[nH]c(=O)n(CCc2ccccc2)c(O)c1C=NCCCn1ccnc1	?	12	1	-45	0.3	2	-2.3	4	6
O=C(O)C1CN2CCC1CC2 (stereo not given)	94	-5	-5	-1	-1.1	3	0.7	31	-9
COc1cccc(C(=O)C2CCCN(Cc3cnn(C(C)C)c3)C2)c1 (stereo not given)	104	-7	-19	6	-1.1	6	-1.0	8	6

High-throughput results: PubChem, several laboratories

A portion of the library; the hit share may differ from the screen's.
